S1P4 ag: S1P4 receptor agonists, primary screen, cell-based. activation, % at 4.98 µM. S1P4-expressing cell line, agonist reporter assay. AID 1509, 2009. 220,000 compounds, 0.35% hits; in the data active means activation above about 11%;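 further: 0% = DMSO vehicle and 100% = reference agonist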
S1P4 antagonist: S1P4 receptor antagonists, primary screen, cell-based | S1P4-expressing cells, antagonist mode, reporter read-out | inhibition, % at 4.98 µM | 220,000 compounds, 0.26% hits; in the data active means inhibition above about 29%;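 further: 0% = wells stimulated with agonist and 100% = vehicle wells without agonist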
NPY-Y1 PAM-ag: NPY-Y1 receptor potentiators or agonists, primary screen, cell-based. Neuropeptide Y receptor type 1 (Homo sapiens), P25929. NPY-Y1 expressing cells, potentiator/agonist activation. activation, % at 3.6 µM. 220,000 compounds, 0.37% hits. AID 1304, 2008; in the data active means activation above about 33%, passing the limit was not always enough;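 further: cells stimulated with NPY at EC10 then isoproterenol at EC100; 0% = low agonist plus stimulus and 100% = saturating agonist plus stimulus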
Target sequence (P25929 whole entry, looked up): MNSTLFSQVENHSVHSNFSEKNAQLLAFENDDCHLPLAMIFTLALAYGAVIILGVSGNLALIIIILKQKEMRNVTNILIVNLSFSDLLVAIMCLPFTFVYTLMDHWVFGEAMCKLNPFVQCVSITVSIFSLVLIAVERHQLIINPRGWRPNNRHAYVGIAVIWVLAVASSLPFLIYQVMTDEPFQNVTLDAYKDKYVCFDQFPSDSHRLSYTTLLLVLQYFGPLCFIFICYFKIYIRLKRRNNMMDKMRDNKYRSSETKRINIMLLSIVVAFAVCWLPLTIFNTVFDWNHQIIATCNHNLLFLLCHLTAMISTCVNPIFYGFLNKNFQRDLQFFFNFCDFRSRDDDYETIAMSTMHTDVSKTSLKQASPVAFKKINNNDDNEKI
NPY-Y2 PAM-ag: NPY-Y2 potentiators or agonists, primary screen, cell-based | AID 1359, 2008 | Neuropeptide Y receptor type 2 (Homo sapiens), P49146 | activation, % at 3.6 µM | cells expressing NPY-Y2, potentiator/agonist read-out | 220,000 compounds, 0.45% hits; in the data active means activation above about 27%;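 further: cells stimulated with NPY near EC25 plus isoproterenol at EC100; 0% = vehicle plus submaximal agonist and 100% = vehicle plus saturating agonist; some results beyond the cut were filed as inactive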
CHOP inh: inhibitors of CHOP promoter induction, primary screen, cell-based, unfolded protein response, luciferase reporter. inhibition, % at 10 µM. 220,000 compounds, 3.8% hits. CHO-K1 CHOP-promoter luciferase, tunicamycin-induced, 15-18 h;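 active means compounds that reduced the stress-induced luciferase reporter signal by more than about 70% of percent inhibition, limit read from the data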;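 further: 0% = tunicamycin plus vehicle and 100% = wells without tunicamycin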
NPY-Y1 antag: NPY-Y1 receptor antagonists, primary screen, cell-based. AID 1040, 2008. 200,000 compounds, 1% hits. HEK293-CNG Y1 cells, membrane potential fluorescence; NPY at EC95, then isoproterenol. inhibition, % at 3.6 µM. Neuropeptide Y receptor type 1 (Homo sapiens), P25929;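 active means inhibition above the campaign mean inhibition of all tested compounds plus 3 SD, cut at about 20% in these data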;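 further: 0% = DMSO wells given NPY plus isoproterenol and 100% = isoproterenol alone without NPY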
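System: HEK293 cells with Y1 receptor plus CNG channel / Probe or stimulus: NPY 25 nM then isoproterenol 1 µM plus Ro 20-1724 25 µM / Compound: one concentration, 3.6 µM, in 0.4% DMSO / Schedule: compound incubation 1 h at room temperature, readout 45 min post-stimulation / Measured by: membrane potential fluorescence / Read-out: % inhibition of NPY effect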
Ba/F3 V617F tox: reduced viability of JAK2V617F-dependent Ba/F3 cells, primary screen, JAK2V617F inhibitor project, cell-based, Ba/F3 EpoR-JAK2V617F, luminescence; ATP luminescence; inhibition, % at 5.6 µM; 220,000 compounds, 1.1% hits; AID 1446, 2008;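 active means inhibition above the campaign mean plus 3 SD over all tested compounds, cut at about 24% in these data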;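 further: cytokine-independent growth of Ba/F3 cells driven by EpoR plus mutant JAK2; 0% = DMSO-treated cells and 100% = JAK inhibitor I control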
BaF3 tox: parental Ba/F3 cell viability inhibition, counter-screen for JAK2V617F inhibitor project, murine pro-B, CellTiter-Glo luminescence. CellTiter-Glo ATP luminescence. 220,000 compounds, 1.1% hits. AID 1486, 2009. inhibition, % at 5.6 µM;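 active means inhibition above a per-campaign cutoff, the mean inhibition of all tested compounds plus 3 SD, cut at about 27% in these data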;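 further: 0% = DMSO wells and 100% = JAK Inhibitor I control wells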
p47phox inh: p47phox/p22phox peptide binding inhibitors, primary screen, biochemical, uHTS, NADPH oxidase regulatory subunit | inhibition, % at 24.7 µM | AID 1274, 2008 | Neutrophil cytosol factor 1 (Homo sapiens), P14598 | 220,000 compounds, 0.53% hits | fluorescence polarization, 2 h;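 active means inhibition above about 30%, limit read from the data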;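 further: 0% = p47phox with labelled peptide and 100% = labelled peptide alone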
Target sequence (P14598 whole entry, looked up): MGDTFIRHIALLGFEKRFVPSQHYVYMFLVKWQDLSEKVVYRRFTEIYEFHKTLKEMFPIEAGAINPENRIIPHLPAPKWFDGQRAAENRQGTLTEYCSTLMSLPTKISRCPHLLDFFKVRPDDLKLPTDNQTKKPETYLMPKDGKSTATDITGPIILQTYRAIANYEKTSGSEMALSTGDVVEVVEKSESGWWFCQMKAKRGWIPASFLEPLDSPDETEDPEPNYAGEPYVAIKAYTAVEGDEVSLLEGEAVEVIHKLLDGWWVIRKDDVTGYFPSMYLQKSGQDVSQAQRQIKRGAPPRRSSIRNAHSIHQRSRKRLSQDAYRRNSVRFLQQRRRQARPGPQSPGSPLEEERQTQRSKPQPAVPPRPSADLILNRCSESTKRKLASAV
Numbers without * were called inactive; / = no result given. Compounds as they come; about 7.1% have a hit in one of these screens.

SMILES	Ba/F3 V617F tox	NPY-Y2 PAM-ag	NPY-Y1 PAM-ag	p47phox inh	S1P4 ag	NPY-Y1 antag	CHOP inh	S1P4 antagonist	BaF3 tox
Cc1c(NC(=S)NC(NC(=O)C(C)C)C(Cl)(Cl)Cl)c(=O)n(-c2ccccc2)n1C (centres undefined)	-5	6	-6	-8	1.0	-6	4	-12	6
Cc1cc2c(cc1C)NC(=O)CC(C(F)(F)C(F)(F)C(F)(F)F)=N2	-2	2	-9	5	-0.4	-1	73*	-1	2
CCC(=O)Nc1nnc(CSCc2ccc(F)cc2)s1	-1	8	-17	-3	0.8	-6	13	-6	2
COC(=O)c1ccc(NC(=O)Nc2ccccc2C)cc1	5	10	1	-1	1.3	1	-21	5	8
Cn1ccc(NC(=O)Nc2ccc(Cl)cc2Cl)n1	1	10	5	-9	1.5	0	-7	-24	0
Clc1ccccc1CSc1nnc(-c2ccco2)c(-c2ccco2)n1	3	-2	4	-10	0.6	0	71*	-1	7
Cn1cccc1/C=N/NC(=O)c1ccc[n+]([O-])c1	1	-12	-3	2	0.3	0	-10	-13	6
Cc1nc(N2CCN(S(=O)(=O)c3ccccc3)CC2)c2c3c(sc2n1)CC(C)CC3 (centres undefined)	-3	1	-11	-13	-1.7	0	-3	7	0
Cc1ccc(SCC(=O)Nc2ccc(N3CCN(c4ccccc4)CC3)c(F)c2)cc1	-2	-9	20	-124	-0.8	-2	25	-9	1
O=C(Nc1ccc(Cl)cc1)Nc1nc(-c2sccc2Br)cs1	1	11	-4	-23	0.0	-4	68	-16	6
Cc1ccc(-c2nsc(SCC(=O)Nc3ccc4c(c3)OCO4)n2)cc1	-4	-11	-6	-12	-0.5	2	54	-10	1
O=C(Nc1ccc(N2CCOCC2)cc1)c1cc2c(s1)CCCC2	0	-7	-2	-11	0.7	0	25	1	9
CC(C)(C)C(=O)Nc1ncccc1C(O)c1cccc(C(F)(F)F)c1 (centres undefined)	2	13	11	-8	1.4	-3	21	-1	6
Cc1nn(C)cc1CNC(=O)C1(C)CC1(Cl)Cl (centres undefined)	-1	-7	-14	-4	0.2	4	3	-10	0
Cc1ccsc1/C=N/N1CCN(Cc2ccccc2)CC1	-2	13	13	-9	1.5	2	23	-8	4
CCc1nc(SCC(=O)N2CCCc3ccccc32)c2oc3ccccc3c2n1	-1	-1	-65	-2	-0.4	14	36	-6	0
O=C(Cc1cccc2ccccc12)N1CC[C@@]2(O)CCCC[C@H]2C1	-1	-5	6	-6	1.6	/	9	-5	-6
O=C(NC(=S)NNC(=O)c1ccccc1F)c1cccnc1	4	-2	-23	-11	0.6	/	7	-3	-5
Cc1ccc(S(=O)(=O)N(CC(=O)N2CCCCC2)c2cccc(C)c2)cc1	1	-19	-24	-12	-0.2	-2	12	-15	5
O=C(c1ccc2ccccc2c1)C1CCCN(S(=O)(=O)c2cccnc2)C1 (centres undefined)	0	-6	-7	-15	3.0	2	20	-2	5
Cc1cc(C)cc(-n2c(C)cc(/C=N/NC(=O)CSc3ncccn3)c2C)c1	2	-8	-42	-9	-0.1	-2	18	-6	6
CCOC(=O)CSc1nnc(C)c(=O)[nH]1	-1	6	-7	-10	1.0	-3	18	-10	3
O=C(CSC1=NCCS1)N1CCN(c2ccc(Cl)cc2)CC1	0	13	3	-8	-0.9	-8	13	-5	3
O=S(=O)(c1ccc(OCC(O)CN2CCCCC2)cc1)N1CCOCC1 (centres undefined)	-1	-1	7	-6	1.1	1	33	-17	2
Cc1ccc(C)c(N(CC(=O)N/N=C/c2ccc(-c3ccc([N+](=O)[O-])cc3)o2)S(=O)(=O)c2ccccc2)c1	-4	1	10	-68	-1.7	-4	82*	11	3
CC(=O)CSc1nc2ccc(Nc3nc(N4CCOCC4)nc(N4CCOCC4)n3)cc2s1	3	-4	0	-16	-1.1	3	-25	-6	5
C=CCn1cnc2c(c1=O)c1nc3ccccc3nc1n2-c1ccc(C)cc1	-2	6	0	-7	0.1	-5	0	-8	4
COc1ccc([N+](=O)[O-])cc1N(CC(=O)Nc1ccccc1C(=O)N1CCCC1)S(C)(=O)=O	4	-10	-8	2	0.9	3	7	11	2
COc1ccccc1NC(=O)NCc1nc(-c2ccc(C(F)(F)F)cc2)no1	4	-26	-29	1	-1.2	/	34	-4	-1
CCN(CC)C(=O)CSc1nnc(-c2ccccc2)c(-c2ccccc2)n1	1	4	17	0	0.1	-1	-11	-4	3
CC(=O)Nc1ccc(-c2csc(Nc3cccc(C)n3)n2)cc1	0	13	19	-5	1.0	-9	-6	4	1
O=C(c1ccc([N+](=O)[O-])cc1)N(c1ccccn1)c1ccccn1	3	-12	0	0	-0.3	3	-12	-41	7
COc1ccc(CCN2C(=S)N(C)C(=O)C2CC(=O)Nc2ccc(F)cc2)cc1 (centres undefined)	-6	12	29	-15	0.4	/	3	1	2
CC(NC(=O)CN1CCC(C(N)=O)CC1)c1ccccc1 (centres undefined)	-4	-6	4	0	0.0	-3	-6	-27	1
Cc1ccc(NC(=O)COC(=O)c2ccc([N+](=O)[O-])s2)c(C)c1	-2	-2	15	-14	3.0	0	7	-8	4
N#CC1=C(N)C(C#N)(C#N)C2(CCC3(CC2)OCCO3)C2CC3(CC=C12)OCCO3 (centres undefined)	1	9	0	1	0.6	3	-21	0	7
Cc1cc2ccccc2n1CCNC(=O)c1ccccc1	0	22	27	4	0.2	-4	30	21	3
COc1cc(C2C(C#N)=C(N)Oc3n[nH]c(-c4cccs4)c32)cc(OC)c1O (centres undefined)	-1	-22	-2	-42	0.5	-1	38	3	8
C/C(=N\NC(=O)c1ccc(C)cc1C)c1ccc2c(c1)Nc1ccccc1S2	-4	-1	21	-4	0.0	3	7	-15	-1
Cc1ccccc1NC(=O)OCCN1CCN(Cc2ccccc2)CCC1=O	1	-1	-17	-2	1.2	10	-3	14	5
CCCc1ncc(C(O)c2ccc(OC)cc2)n1C (centres undefined)	-1	-2	-10	-5	-1.6	0	-16	-5	9
CC(=O)N1CCN(c2ccc(S(=O)(=O)N3CCCCC3)cn2)CC1	3	-9	-21	-3	-0.5	6	-3	1	4
C=CCN=C(NC#N)SCC(=O)NCc1ccccc1	6	-2	18	-27	-0.3	3	-10	-4	7
Cn1ncc([N+](=O)[O-])c1C(=O)Nc1nc2ccccc2n1CCN1CCCCC1	5	-5	-6	3	0.5	3	5	-14	1
Cc1cc(NC(=O)C2CCC2)n(-c2ccccn2)n1	-1	2	1	-15	-0.1	-1	55	-13	5
O=C(Nc1ncn[nH]1)c1ccc(Cl)c(S(=O)(=O)Nc2ccc(Cl)cc2)c1	-2	9	12	-2	-1.4	-1	-25	1	4
Cc1ccc2cc(CCNC(=O)c3cccc([N+](=O)[O-])c3)c(=O)[nH]c2c1	-2	-15	25	/	1.2	-1	16	-12	0
CN1C(=O)c2ccccc2Sc2ccc(NC(=O)NC3CC3)cc21	2	-1	-1	-21	-1.4	-4	0	-4	6
CNc1ncc(C(=O)c2ccc(Cl)c(Cl)c2)s1	6	18	42	-2	-2.5	2	38	1	12
CC(C)(C)c1ccc(N/N=C(\C#N)S(=O)(=O)C(C)(C)C)cc1	5	5	10	-4	29*	-1	21	-34	2
Cc1ccc(N2C(=O)N(CC(=O)NCc3ccccc3Cl)C(=O)C2C)cc1 (centres undefined)	4	-4	11	-18	-1.3	7	21	-12	8
Cc1nc(-c2ccccc2)sc1-c1nc(-c2ccccc2)ncc1S(=O)(=O)c1ccccc1	1	9	22	2	0.9	0	-17	10	2
CN(C)c1ccc(CN(C(=O)COc2ccc(Br)cc2)C2CCS(=O)(=O)C2)cc1 (centres undefined)	-1	2	18	-4	-0.2	5	-15	6	3
Cc1sc2ncn(CC(=O)NCc3ccccn3)c(=O)c2c1S(=O)(=O)N1CCOCC1	2	0	-16	3	2.4	-2	-14	-7	1
Cc1cc(N2CCC(C)CC2)nc(-n2nc(C)cc2C)n1	-6	-3	4	11	-2.2	6	-182	-15	-2
N#Cc1cnn2cc(CCN3CCOCC3)c(-c3ccc(F)cc3)nc12	-5	7	1	-3	1.6	-1	8	-4	0
CCOCC(=O)Nc1cccc(NC(C)=O)c1	1	-9	-33	14	3.9	-4	-1	-30	2
O=C(Nc1ccccc1)Nc1nc(-c2ccc(F)cc2)cs1	0	4	12	-3	0.4	-6	106*	-25	2
COc1ccc(-n2cc(-c3ccccc3)nc2SC)cc1	0	-6	-17	-10	1.7	0	2	-2	7
Cc1cc(C)c2c(N)c(-c3nnc(SCc4ccc(Cl)cc4)n3C)sc2n1	-4	-18	-13	4	1.3	/	12	2	-3

Next section:
SMILES	Ba/F3 V617F tox	NPY-Y2 PAM-ag	NPY-Y1 PAM-ag	p47phox inh	S1P4 ag	NPY-Y1 antag	CHOP inh	S1P4 antagonist	BaF3 tox
CCCc1nccn1S(=O)(=O)c1cc(OC)ccc1OC	1	8	-9	-10	-0.5	-2	53	-1	2
COc1ccccc1N1C(=O)C2C3CC(c4ccccc4)C(C3)C2C1=O (centres undefined)	-3	11	5	-1	0.6	6	25	-24	2
COc1ccccc1NC(=O)NCC(=O)Nc1ccc(F)c(F)c1	0	12	1	8	2.1	5	59	0	5
COc1cc2cc(CN(CCc3ccccc3C)C(=S)NCCCN(C)C)c(=O)[nH]c2cc1OC	2	-7	10	-13	-0.9	6	0	-8	4
CCOc1ccc2[nH]c(=O)c(CN(CCc3ccccc3)C(=O)N3CCOCC3)cc2c1	-4	0	2	-7	2.1	1	45	-23	6
Clc1ccc(-c2nnc(N3CCCC3)nn2)cc1	-1	9	9	-5	-0.4	-3	33	-8	1
COC(=O)CSCC(=O)Nc1nnc(-c2cccc(C)c2)s1	6	-1	-11	-13	1.2	1	27	2	8
Cc1nc(CNC(=O)c2cc(COc3c(F)cccc3F)on2)cs1	-4	-7	12	-5	0.9	/	3	11	-1
COc1ccc(C(=O)NNC(=O)C(C)NC(=O)c2ccccc2NC(=O)c2ccco2)cc1 (centres undefined)	-1	12	-3	3	-0.8	6	4	-13	1
S=C(NCCSCc1ccc(Cl)c(Cl)c1)Nc1ccccc1	2	-4	-2	/	-2.7	-3	/	-6	4
CCN1CCN(C(=S)Nc2ccsc2C(=O)OC)CC1	-2	-2	4	-12	2.8	-5	-12	-1	0
O=C(CCn1c(=O)sc2ccccc21)Nc1ccon1	-4	13	4	1	-3.7	-5	10	-6	1
CC(C)COc1ccc(CSCCNC(=S)Nc2ccccc2)cc1	0	-2	7	-3	1.4	2	83*	-10	0
COc1ccc(/C=C/C=C2\NC(=S)NC2=O)cc1	7	-14	-7	-15	-2.1	-5	24	1	6

Assay outcomes deposited in PubChem BioAssay by several laboratories.
